Rev-erbA mod = modulators of human Rev-erb alpha DNA binding. activity, % at 10 µM. Rev-erbα–FITC-DNA binding, fluorescence polarization, 90 min. 370,000 compounds, 0.79% hits;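 active = activity above about 14%, limit read from the data; passing the limit was not always enough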;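 also: 0% = DMSO wells with 35 nM protein and 100% = DMSO wells with 750 nM protein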
hgDAF-12 ag = activates the H. glycines DAF-12 receptor ligand-binding domain; HEK293 GAL4-hgDAF12 UAS-luciferase reporter, agonist luminescence; normalized to butyrate control; activation, % at 6.8 µM; 370,000 compounds, 1.8% hits;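 active = activation above a cutoff set at the mean of all screened compounds plus 3 SD, cut at about 10% in these data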;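 also: 0% = DMSO wells and 100% = sodium butyrate wells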
GAA850 FXN act = frataxin GAA850 promoter activation; HEK293 lucGAA850 FXN promoter luciferase reporter, 24 h; percent of 10 µM SAHA response; activation, % at 6 µM; 360,000 compounds, 0.56% hits; AID 540364;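 active = activation above the average of all compounds screened plus 3 SD, cutoff fixed separately per campaign, cut at about 7.5% in these data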;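 also: 0% = DMSO wells and 100% = 10 µM SAHA wells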
HGIII-sPLA2 inh = Blocks human group III sPLA2 activity | Q9NZ20 | 370,000 compounds, 0.56% hits | QFRET BODIPY PC-A2 liposome hydrolysis, fluorescence | AID 743126 | inhibition, % at 12.2 µM;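 active = inhibition above mean plus 3 SD of compounds lying within the high and low control bounds, cut at about 19% in these data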;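 also: 0% = median of test compound wells and 100% = no enzyme DMSO wells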
Target sequence (Q9NZ20 whole entry, looked up): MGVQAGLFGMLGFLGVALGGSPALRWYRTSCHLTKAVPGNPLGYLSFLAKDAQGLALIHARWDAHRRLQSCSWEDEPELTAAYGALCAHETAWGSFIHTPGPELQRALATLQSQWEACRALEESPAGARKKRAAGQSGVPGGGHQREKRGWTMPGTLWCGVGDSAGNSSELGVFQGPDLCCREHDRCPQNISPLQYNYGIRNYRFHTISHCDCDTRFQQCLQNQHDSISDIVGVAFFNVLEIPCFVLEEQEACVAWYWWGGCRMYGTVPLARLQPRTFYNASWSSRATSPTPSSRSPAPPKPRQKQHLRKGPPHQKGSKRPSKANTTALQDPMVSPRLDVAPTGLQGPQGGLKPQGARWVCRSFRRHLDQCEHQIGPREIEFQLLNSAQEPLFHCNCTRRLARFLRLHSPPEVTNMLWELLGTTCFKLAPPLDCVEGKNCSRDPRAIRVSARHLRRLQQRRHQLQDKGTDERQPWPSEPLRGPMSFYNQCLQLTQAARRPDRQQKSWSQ
PG9 binder = small molecules binding HIV-1 gp120 antibody PG9; inhibition, % at 6.7 µM; AID 624416; TR-FRET gp120-PG9 antibody binding; 360,000 compounds, 0.43% hits; in the data active = inhibition above about 8.5%
SMARCA2 act = activators of SMARCA2 function; AID 652017; 370,000 compounds, 1% hits; MG213 cells, MMTV-luciferase reporter, dexamethasone, overnight; activation, % at 9.1 µM; in the data active = activation above about 7.8%;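 also: 0% = vehicle wells and 100% = reference activator wells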
DAX1 inh-1 = DAX1 (NR0B1) inhibition, primary screen; 370,000 compounds, 1.1% hits; AID 652010; inhibition, % at 6.8 µM; HEK293T StAR-luciferase reporter, SF-1/DAX-1 repression relief;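 active = inhibition above the mean over all tested compounds plus 3 SD, cut at about 3.6% in these data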;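 also: 0% = DAX-1 cells with DMSO and 100% = cells lacking DAX-1 with DMSO; higher inhibition means more luminescence from relief of DAX-1 repression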
ssDAF-12 act = S. stercoralis DAF-12 activation, primary screen. HEK293 ssDAF-12/GRIP1 lit1-tk-luc reporter, luminescence; % of 3 µM dafachronic acid response. activation, % at 6.8 µM. 370,000 compounds, 1% hits;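 active = activation above the mean over all tested compounds plus 3 SD, cut at about 0.9% in these data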;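 also: 0% = DMSO-only wells and 100% = 3 µM delta7-dafachronic acid wells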
hcDAF12 agonist = H. contortus DAF-12 activation, primary screen; 370,000 compounds, 1.4% hits; HEK293 hcDAF-12 lit1-tk-luc reporter, luminescence; 0% DMSO, 100% Δ7-dafachronic acid; AID 652067; activation, % at 6.8 µM;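 active = activation above the mean of all tested compounds plus 3 SD, cut at about 5.5% in these data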;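 also: 100% = response to 3 µM Δ7-dafachronic acid high control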
DAX1 inh-2 = NR0B1 (DAX1) inhibition | P51843 | HEK293 Gal4-DAX1 luciferase reporter, luminescence | inhibition, % at 6.75 µM | 340,000 compounds, 0.99% hits | AID 504766;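 active = inhibition above the mean over all tested compounds plus 3 SD, cut at about 4.2% in these data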;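 also: 0% = DAX1-transfected cells with DMSO and 100% = empty-vector control cells with DMSO; inhibition shows as a rise in luminescence from relieved DAX1 repression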
Target sequence (P51843 207-470 limits assumed): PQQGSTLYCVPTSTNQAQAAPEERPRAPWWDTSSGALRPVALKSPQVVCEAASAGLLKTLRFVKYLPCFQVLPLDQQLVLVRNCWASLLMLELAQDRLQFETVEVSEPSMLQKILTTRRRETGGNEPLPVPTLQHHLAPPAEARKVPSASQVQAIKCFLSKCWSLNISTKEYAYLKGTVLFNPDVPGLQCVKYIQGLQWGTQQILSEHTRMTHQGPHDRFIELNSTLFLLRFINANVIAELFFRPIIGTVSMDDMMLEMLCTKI
PLCb3 inh = blocks human PLC-beta3 enzyme activity. inhibition, % at 12.2 µM. 370,000 compounds, 0.18% hits. Q01970. AID 720704. Purified PLC-beta3, fluorogenic substrate, fluorescence; in the data active = inhibition above about 11%;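 also: 0% = median of compound wells on plate and 100% = full blocker control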
The depositor's hits bear a star; i = inactive; x = not tested or not shown; & = joins results of further samples.

SMILES	Rev-erbA mod	hgDAF-12 ag	GAA850 FXN act	HGIII-sPLA2 inh	PG9 binder	SMARCA2 act	DAX1 inh-1	ssDAF-12 act	hcDAF12 agonist	DAX1 inh-2	PLCb3 inh
CC1CCCCN1CC(O)COCCC12CC3CC(CC(C3)C1)C2 (stereo not given)	-3	6.5	4.5	18	-0.6	-4	3.1	-1.0	0.2	0.4	1
CC12CCC(=O)C=C1CCC1C2C(O)CC2(C)C1CCC2(O)C(=O)CO (stereo not given)	3	-1.3	2.6	14	-0.5	-7	0.0	-1.5	4.0	-0.4	-2
COc1ccc(NC(=O)CN2CCN(C(=S)NC3CCCC3)CC2)cc1	4	-1.8	1.4	6	-0.1	-3	-0.5	-1.7	-1.0	-0.6	-4
CC(=O)N1CC=CC1(CC(C)C)C(=O)NCc1cc(F)cc(C(F)(F)F)c1 (stereo not given)	1	-0.8	-0.1	9	1.4	1	0.6	-1.2	0.9	-0.9	0
Cc1ccc(NC(=S)N2CCCC(c3nc4ccc(C)cc4[nH]3)C2)c(C)c1 (stereo not given)	3	-2.4	-0.4	-1	-0.1	1	0.0	-1.4	-1.4	-1.4	3
CC(C)(C)C(=O)N1CCN(c2ccc3c(c2)C2CC3CCN2C(=O)OCc2ccccc2)CC1 (stereo not given)	4	2.9	x	8	0.3	-6	-0.3	-0.7	0.1	x	5
COC(=O)c1ccc2cc(OC)c(OC)cc2c1	0	-0.9	1.1	4	1.7	-4	-0.9	-0.6	-2.8	-0.5	-4
c1ccc(-c2nnc3nc(N4CCCCC4)nc(N4CCCCC4)n23)cc1	1	3.6	1.7	-1	-1.5	-1	-0.1	0.1	4.1	0.6	0
CCOC(=O)c1c(NC(=O)c2cccnc2)sc(C)c1C	-5	-2.1	0.4	4	-0.6	0	-0.8	-1.3	-1.2	1.2	-19
O=C(CCN1CCN(Cc2ccccc2)CC1)NNC(=O)Nc1cccc(Cl)c1	2	2.5	0.1	-8	-0.7	-1	0.2	-0.7	-0.6	1.6	-1
CC1CN(C(=O)c2cccc(C(=O)N3CC(C)OC(C)C3)c2)CC(C)O1 (stereo not given)	-3	-0.1	0.4	-2	-0.7	1	0.1	-1.1	-1.7	-0.5	1
N#C/C(=C(/O)c1ccc(Br)s1)c1nc2ccccc2[nH]1	24	4.2	-2.5	0	-50	1	0.7	0.6	2.0	-0.9	-3
Cc1cc(=O)n(-c2ccc(C(=O)O)cc2)[nH]1	2	2.4	0.3	3	0.0	-1	0.0	-1.9	-1.4	-1.6	-5
COc1ccccc1NC(CC(=O)c1ccccc1)C(=O)OCC(=O)c1ccc(C)c(C)c1 (stereo not given)	1	22*	5.9	18	0.0	6	7.8*	3.3*	17*	3.0	-1
CCOC(=O)C1CCN(S(=O)(=O)c2ccc(NC(C)=O)c(Cl)c2)CC1	1	0.6	-1.1	-6	-0.2	-4	-0.2	-0.4	0.4	0.7	-5
COc1ccc(NS(=O)(=O)c2cc3c(cc2C)N(C)CCO3)c(OC)c1	3	-2.7	-1.0	4	2.2	1	0.4	-2.0	-1.1	-0.1	0
O=S(=O)(/N=C(/Nc1ccccn1)c1ccc(Cl)cc1)c1ccc(Cl)cc1	3	6.7	4.6	0	-0.7	6	1.6	-1.1	0.9	1.1	-4
CC(C)N(CCCNC(=O)Cn1c(=O)c2cccn2c2ccccc21)Cc1ccccc1	3	0.9	-4.6	1	0.8	-1	0.1	-1.1	-3.0	1.4	-8
COCCN(C(=O)CCC(=O)Nc1nccs1)C(C(=O)NC(C)(C)C)c1ccc(C)cc1 (stereo not given)	2	-16	-0.9	1	-0.3	-10	-1.8	-2.8	-8.3	-0.3	1
O=C(Cn1cnc2ccccc2c1=O)NNC(=O)c1cccc([N+](=O)[O-])c1	-1	0.6	0.7	6	2.2	-3	-1.2	-1.5	0.5	-0.1	-7
O=C(COC(=O)c1cccnc1)Nc1cccc2ccccc12	2	-0.1	0.1	3	-1.9	-2	0.0	0.0	-0.1	4.5*	-9
CCCCNC(=O)C1c2ccccc2OCC(=O)N1CCc1c[nH]c2ccccc12 (stereo not given)	-2	-2.6	x	-54	-2.1	-3	0.9	-0.3	-0.6	x	-2
CC(=O)Nc1ccc(NC(=O)CN(C)CC(=O)Nc2ccccc2Br)cc1	5	-2.0	-1.3	-5	-3.5	3	0.2	-1.7	-0.5	0.2	0
CC(OC(=O)C1=COCCO1)C(=O)Nc1ncc(Cl)cc1Cl (stereo not given)	1	3.5	-1.0	11	0.0	0	-1.2	-0.9	-0.6	0.0	-6
CCOc1ccc(C(=O)CCNC(Cc2cnc[nH]2)C(=O)O)cc1 (stereo not given)	6	2.1	-0.5	0	1.1	-3	0.6	-0.9	-1.4	-0.5	-15
COc1ccccc1N(C)S(=O)(=O)c1ccc(C(=O)N2CCC2)cc1	0	-0.9	0.1	3	0.0	1	1.7	-1.0	-0.2	-0.1	2
CCO[C@H]1OC(C(=O)N2CCCCCCC2)=C[C@@H](c2ccc(C(F)(F)F)cc2)[C@@H]1CCCO	0	-2.7	-0.9	-9	0.6	1	-0.3	-1.4	0.3	-1.3	7
Cc1ccc(CNC(=O)CN(c2ccc(C)cc2)S(=O)(=O)c2c(C)nn(C)c2C)cc1	-6	0.0	-3.0	-6	-1.2	1	-0.8	-1.0	-1.0	-0.1	3
CCc1c(C)[nH]c2ccc(C)cc2c1=O	-2	0.6	0.8	-1	2.1	-4	-0.4	-1.1	-0.1	0.7	2
COc1cc(NC(=O)Cn2cnc(S(=O)(=O)N3CCOCC3)c2)cc(OC)c1OC	0	-1.9	-0.5	1	-1.5	-1	0.0	-0.8	-2.6	-0.2	-12
O=Nc1c2ccc[nH]c-2c2ccc([N+](=O)[O-])cc12	-7	0.8	-1.6	1	-0.3	-2	-0.5	-1.1	-0.6	-0.8	3
COc1cc(/C=N/N2CCN(C3c4ccccc4-c4ccccc43)CC2)cc(OC)c1OC	4	2.0	1.4	0	0.2	-2	-0.3	-0.5	0.6	0.9	-1
COC(=O)c1c(NC(=S)NN2CCOCC2)sc2c1CCCC2	2	-0.4	-0.9	2	0.9	-2	0.3	-0.6	-1.0	-0.7	-8
CCOC(=O)N1CCN(C(=O)C[C@@H]2C[C@@]3(C(=O)OCC)CCC=C3N(CCC3=CCCCC3)C2=O)CC1	6	-2.2	x	-12	1.2	-4	1.4	-1.2	-1.0	x	3
COc1ccc(NC(=O)c2ccccc2NC(=O)CN2CCCCCC2)cc1	-1	1.9	1.6	-7	-0.8	-1	0.8	-1.7	2.0	0.8	-3
Cc1sc(NC(=O)C2=COCCO2)nc1-c1ccc(F)cc1	2	1.4	4.3	-12	-0.5	-1	-0.6	-0.6	1.0	-0.7	-15
CCn1c2ccccc2c2nnc(SCC(=O)Nc3cc(C)on3)nc21	-4	-0.5	0.4	4	-2.0	-3	-0.1	-0.8	0.2	-0.1	6
O=C(CNC(=O)c1ccc(Oc2ccccc2)cc1)OCc1ccc(Br)cc1	1	0.1	1.9	-5	-1.3	2	0.2	-0.5	-0.8	1.0	-1
O=C(CCC1CCN(C(=O)Cc2c(F)cccc2F)CC1)NC1CC1	-8	-0.2	1.4	7	-1.0	2	-0.5	-0.5	-0.4	-0.1	-5
COc1cc(OC)cc(C(=O)NCCNC(=O)c2ccco2)c1	3	-0.6	-1.2	12	0.8	0	-0.5	-1.0	0.5	0.8	1
COc1cc(OC)cc(C(=O)N[C@H](C(=O)Nc2ccc(S(=O)(=O)N(C)C)cc2)C(C)C)c1	-1	-0.2	1.0	-19	0.7	-4	-0.7	0.0	-0.8	-0.3	-4
CC(C(=O)O)c1ccc(N2Cc3ccccc3C2=O)cc1 (stereo not given)	2&-2	-1.0	-4.8	1	-0.1	-4	1.2	-1.8	-0.6	-1.9	-5
CC1=CC(c2ccccc2)n2nc(N)nc2N1 (stereo not given)	-3	1.7	2.2	7	-0.7	0	-0.6	-0.6	1.1	0.0	i
COc1ccc(/C=C/C2=CC(C)(C)NC(=S)N2)cc1	-4	2.8	-1.1	12	-0.6	0	0.0	-1.2	-2.1	3.8	2
Cc1cc(C(=O)N2CCN(c3ncccc3C#N)CC2)no1	4	-0.9	-0.1	7	0.8	-5	0.4	-1.1	-1.0	-1.5	-31
COc1ccc(-n2nnnc2SCC(=O)c2ccc3c(c2)OCCO3)cc1	63*	-0.4	-0.9	-8	7.7	1	-0.3	-0.9	0.3	1.3	3
CCOc1ccc(CNC(=S)Nc2ccccc2)cc1Cl	3	-1.1	-0.4	-12	-2.1	-2	-0.7	-2.1	-3.1	-1.2	-5
C=CCNC(=O)C1CC(=O)N(c2ccc(OCC(=O)Nc3ccc(Cl)cc3)cc2)C1 (stereo not given)	-4	0.0	-1.2	9	-1.9	-4	0.1	-0.8	-1.5	2.7	2
CN(C(=O)COC(=O)/C=C/c1cn(-c2ccccc2)nc1-c1ccc2c(c1)OCCO2)C1CCS(=O)(=O)C1 (stereo not given)	3	-2.8	0.4	-22	1.9	-2	-2.1	-2.3	-2.2	-0.9	-430
CCc1ccc(-c2csc(NC(=O)Oc3ccccc3)n2)cc1	8	15*	2.9	4	-4.0	6	2.5	0.3	0.6	0.7	4
CCC(C(=O)Nc1nc(C)c(C(=O)OC)s1)c1ccccc1 (stereo not given)	-4	-3.6	1.3	-3	-1.4	0	-1.3	-1.5	-1.3	-0.5	-4
Cc1cccc(CSc2nc3nc(C)cc(C)n3n2)c1	3	1.5	1.3	3	-2.0	1	0.4	-1.2	-1.5	0.1	-4
Cc1cc(C(F)(F)F)nn1Cc1n[nH]c(=S)n1-c1ccc(Cl)cc1	-1	-0.5	2.0	11	-0.4	-4	-0.4	-1.2	-1.2	0.7	0
CCCCc1nc2cc(C(=O)N3CCCCC3COC)ccc2o1 (stereo not given)	0	2.7	3.2	-7	-1.1	1	2.3	-0.5	-0.8	0.7	-5
C=C1C(C(=O)Nc2cccc(OC)c2)C1C(=O)Nc1cccc(OC)c1 (stereo not given)	-1	-3.1	0.0	-2	1.4	-1	-0.3	-1.2	-0.5	0.2	0
Cc1ccccc1N(CC(=O)NC(C)(C)C)C(=O)CS(=O)CC(=O)Nc1ccc2c(c1)OCO2 (stereo not given)	-8	-0.5	1.5	-3	-0.6	-1	-0.4	-1.2	0.4	-0.4	2

From PubChem BioAssay
